Screens deposited in PubChem BioAssay by several laboratories.
FLuc inhib CS: counter-screen for luciferase assay inhibitors: firefly luciferase inhibition; P08659; ATPLite firefly luciferase biochemical luminescence, 10 min; inhibition, % at 10 µM; hit rate 1.5% among 200,000;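 active = inhibition above about 50% when tested at 10 µM, limit read from the data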
bIAP act: increases bovine intestinal alkaline phosphatase activity. purified bovine IAP, CDP-star luminescence, 30 min; hits give high values; fold of DMSO-control signal, blank-subtracted. activation factor at 20 µM. hit rate 0.17% among 200,000. AID 1016;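 active = activation factor of 2 or more at 20 µM, a signal rise over negative controls twice the positive control's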
PMI activator: activators of human phosphomannose isomerase; P34949; purified human PMI, coupled resazurin fluorescence, 20 min; hits give high values; 1 = vehicle control, 0 substrate-free wells; activation factor at 20 µM; hit rate 0.005% among 190,000; AID 1214;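 active = activation factor of 2 or more at 20 µM, relative to plate controls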
Target sequence (P34949 whole entry, looked up): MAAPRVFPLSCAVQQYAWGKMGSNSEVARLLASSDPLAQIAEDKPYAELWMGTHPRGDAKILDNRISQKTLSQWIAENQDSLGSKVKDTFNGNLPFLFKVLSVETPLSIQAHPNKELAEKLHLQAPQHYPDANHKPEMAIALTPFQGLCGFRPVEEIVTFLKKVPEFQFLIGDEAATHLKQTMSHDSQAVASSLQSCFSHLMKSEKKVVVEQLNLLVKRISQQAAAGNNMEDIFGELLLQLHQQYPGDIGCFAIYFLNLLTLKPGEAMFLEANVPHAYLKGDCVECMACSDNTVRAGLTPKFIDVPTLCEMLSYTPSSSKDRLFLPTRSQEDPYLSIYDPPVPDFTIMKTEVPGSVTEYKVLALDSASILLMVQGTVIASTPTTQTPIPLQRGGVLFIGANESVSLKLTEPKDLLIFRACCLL
TNAP inh hi DEA: inhibitors of human TNAP at high phosphate acceptor concentration | P05186 | purified TNAP, CDP-star luminescence, 1 M DEA | inhibition, % at 20 µM | hit rate 0.03% among 200,000 | AID 1135;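 active = over 50% inhibition of tissue-nonspecific alkaline phosphatase at 20 µM in the single-dose screen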;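 also: plate controls were DMSO wells for no effect and EDTA-quenched wells as full inhibition for full effect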
Target sequence (P05186 whole entry, looked up): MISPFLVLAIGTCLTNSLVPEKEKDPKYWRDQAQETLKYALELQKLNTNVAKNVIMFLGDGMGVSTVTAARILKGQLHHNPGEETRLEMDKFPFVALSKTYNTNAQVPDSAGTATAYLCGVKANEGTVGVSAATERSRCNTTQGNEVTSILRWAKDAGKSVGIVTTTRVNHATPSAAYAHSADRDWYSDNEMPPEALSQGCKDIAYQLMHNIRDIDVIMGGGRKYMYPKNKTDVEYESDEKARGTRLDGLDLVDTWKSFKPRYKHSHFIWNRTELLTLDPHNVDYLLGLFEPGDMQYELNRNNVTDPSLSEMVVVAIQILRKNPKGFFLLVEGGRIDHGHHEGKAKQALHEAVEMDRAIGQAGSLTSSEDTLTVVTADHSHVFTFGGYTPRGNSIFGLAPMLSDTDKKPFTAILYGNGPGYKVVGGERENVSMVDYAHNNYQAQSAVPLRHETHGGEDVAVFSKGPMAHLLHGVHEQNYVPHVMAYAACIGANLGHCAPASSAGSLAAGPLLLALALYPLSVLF
FLuc act counter: firefly luciferase counter-screen for stimulation assays; AID 1027; ATPlite luciferase biochemical, luminescence, 10 min; 0 = ATP-free wells, 1 = DMSO control; 200,000 tested, under 10 active; activation factor at 10 µM;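 active = luciferase activation factor, scaled between plate controls, of at least 2 with compound at 10 µM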
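test system = cell-free luciferase reagent | medium = PBS as buffer for the ATP substrate | dosing = test compounds dosed from 2 mM stocks in 100% DMSO | incubation = 10 min at ambient temperature | detection = luminescence measurement of luciferase light output | benchmarks = low control with PBS replacing ATP, high control enzyme plus ATP without compound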
TNAP act hiacc: TNAP (human) activation, high acceptor. P05186. purified TNAP, CDP-star luminescence, 1 M DEA, 30 min; hits give high values; 0 = EDTA background, 1 = DMSO-only activity. activation factor at 20 µM. 200,000 tested, under 10 active;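 active = activation factor at least 2 at 20 µM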
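system = human TNAP | amount = enzyme diluted 1/800 final | reagent = 100 µM CDP-star substrate | signal = luminescent substrate turnover signal | dosing = one dose, 20 µM | benchmarks = EDTA negative control, DMSO positive control | measure = activation factor | timing = 30 min reaction, room temperature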
APP 5'UTR act: activates APP 5'UTR luciferase reporter. activation, % at 2 µM. AID 1276. SH-SY5Y APP 5'UTR luciferase reporter, luminescence; zero percent = DMSO vehicle wells. hit rate 1% among 190,000;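 active = activation above a set limit, based on mean plus 3 SD of controls, cut at about 140% in these data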; also: values of inactives mirror those of a sister screen read the other way
NF-kB neuron act: raises NF-kB expression in human neuronal cells; NF-kB reporter expression; hits give high values; fold change at 12.5 µM; hit rate 1.6% among 190,000; AID 1239; in the data active = fold change above about 3.3
PMI act satM6P: PMI (human) activation, high substrate; coupled PMI enzyme assay, resazurin fluorescence, 20 min; hits give high values; 1 = untreated enzyme, 0 = substrate-free blank; activation factor at 20 µM; hit rate 0.34% among 190,000; AID 1216;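 active = activation factor of 2 or more at 20 µM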
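Test system: human phosphomannose isomerase with PGI, G6PDH, diaphorase coupling enzymes / Doses: 20 µM compound, 1% DMSO / Times: enzyme reaction with compound 20 min at room temperature / Measured by: Diaphorase-driven resazurin-to-resorufin fluorescence, excitation 544, emission 590 nm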
TNAP inh no acc: TNAP (human) inhibition, acceptor-free conditions | P05186 | purified TNAP, CDP-star luminescence, 30 min | inhibition, % at 20 µM | hit rate 0.26% among 200,000 | AID 1012;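 active = tissue-nonspecific alkaline phosphatase inhibition above about 50% at 20 µM in the single-dose screen, limit read from the data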;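 also: 0% = DMSO negative control and 100% = EDTA positive control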
* = called active by the depositor; . = not tested or not shown.

SMILES	FLuc inhib CS	bIAP act	PMI activator	TNAP inh hi DEA	FLuc act counter	TNAP act hiacc	APP 5'UTR act	NF-kB neuron act	PMI act satM6P	TNAP inh no acc
N#Cc1c(Sc2ncc(C(F)(F)F)cc2Cl)nsc1C/C=N\OCc1c(F)cccc1Cl	-4	0.6	1.4	1	1	1	5	1.1	1.7	-5
C=CCc1cccc(C=Nc2ccc(Br)cc2)c1O	5	0.9	1.1	0	0.9	1	-16	1	1.1	-9
O=C(Cc1cccs1)N(Cc1cccs1)C1(C(=O)NC2CCCCC2)CCCCC1	-4	0.6	1	-9	1	1.1	-1	0.94	1	-11
Cn1cnc([N+](=O)[O-])c1Oc1ccc2ccccc2c1	-5	1	0.8	-1	1.1	1	-4	1.2	0.5	-5
Cc1ccc(N(C(=O)Cn2nnc3ccccc32)C(C(=O)NC2CCCCC2)c2cn(C)nc2C)cc1 (stereo not given)	-12	1	1	-9	1.1	1.1	3	1	1.1	4
CC(C)(c1ccccc1)c1ccc(OCC(O)CNC2CCN(Cc3ccccc3)CC2)cc1 (stereo not given)	-4	1	0.9	-6	1	1.1	-6	2.4	0.9	-15
Cc1ccc(C2N(c3ccc(F)cc3)C(=O)C3CCCN32)cc1 (stereo not given)	0	1.2	1	-2	1	1	-11	0.92	1	-8
CCN(CC)S(=O)(=O)N1CCC(C(=O)NCc2ccco2)CC1	-1	1	1.1	-5	1	1	-11	0.88	1.1	2

Next part; the last 4 above are carried over.
SMILES	FLuc inhib CS	bIAP act	PMI activator	TNAP inh hi DEA	FLuc act counter	TNAP act hiacc	APP 5'UTR act	NF-kB neuron act	PMI act satM6P	TNAP inh no acc
Cc1ccc(N(C(=O)Cn2nnc3ccccc32)C(C(=O)NC2CCCCC2)c2cn(C)nc2C)cc1 (stereo not given)	-12	1	1	-9	1.1	1.1	3	1	1.1	4
CC(C)(c1ccccc1)c1ccc(OCC(O)CNC2CCN(Cc3ccccc3)CC2)cc1 (stereo not given)	-4	1	0.9	-6	1	1.1	-6	2.4	0.9	-15
Cc1ccc(C2N(c3ccc(F)cc3)C(=O)C3CCCN32)cc1 (stereo not given)	0	1.2	1	-2	1	1	-11	0.92	1	-8
CCN(CC)S(=O)(=O)N1CCC(C(=O)NCc2ccco2)CC1	-1	1	1.1	-5	1	1	-11	0.88	1.1	2
CC1CCN(C(=O)CSCC(=O)Nc2nc(-c3cccs3)cs2)CC1	0	0.9	1	-4	1	1	13	1.3	1	-12
CCC(=O)N1CC2(c3ccccc3)CN(C(=O)CC)CC(c3ccccc3)(C1)C2=O	-9	0.9	1	-3	1.1	1	25	1	0.9	-15
On1c(-c2ccco2)nc2c1CCc1nonc1-2	0	1	0.9	1	1	1	0	1.6	0.8	-6
CCc1nc(SCc2nc3ccccc3[nH]2)c2oc3ccccc3c2n1	2	1.1	0.8	-4	1	1	9	0.5	0.9	-16
Cc1cccc(-n2ncc3c(Nc4c(C)n(C)n(-c5ccccc5)c4=O)ncnc32)c1	-2	1.1	0.9	-1	1	1	2	0.92	0.9	-4
Nc1nnc(SCC(=O)NC23CC4CC(CC(C4)C2)C3)s1	0	0.8	1	2	1	1	10	1	1	-5
O=C(NCc1cccs1)C1CCC(CNS(=O)(=O)c2cccc3nsnc23)CC1 (stereo not given)	-1	1	0.9	3	1	1	-3	1.1	0.9	-1
COc1ccc(NC(=O)c2cccc(Cn3cc(Br)c([N+](=O)[O-])n3)c2)c(C)c1	1	1	1.1	-1	1	1	4	1.3	1.1	-8
CC(C)N=C(NC#N)SCc1ccccc1	0	1	1	-1	1	1	17	0.77	1.1	-7
COC(=O)c1sccc1NC(=O)/C=C/c1ccc(Cl)cc1Cl	5	0.7	1	1	0.9	1	131	0.9	1	-22
CCN(CC)S(=O)(=O)c1ccc(NS(=O)(=O)c2cccc(C)c2)cc1	-2	0.9	1	-8	1	1.1	8	1.1	1	-15
CSc1nc2ccccc2n1Cc1c(Cl)cccc1Cl	-10	0.8	1	-11	1.1	1.1	13	0.68	1	-12
COc1ccc(N2CCN(Cc3nc(Cc4cccc(F)c4)no3)C(C)C2)cc1 (stereo not given)	-4	1	0.8	-3	1	1	9	1.2	0.9	-7
O=C(CNS(=O)(=O)c1ccc(Br)s1)N1CCN(c2ncccn2)CC1	-6	1.1	0.9	-6	1.1	1.1	-4	1	0.9	-7
c1cc(CNc2ccc3c(c2)OCCO3)ccn1	-6	0.9	0.9	-3	1.1	1	55	0.79	0.9	-14
CCOc1ccccc1CN1CCN(C2CCN(c3ccccc3F)CC2)CC1CCO (stereo not given)	-5	1.1	1	-5	1.1	1	3	0.93	1	-9
C#CCNc1cc(C)nc2ncnn12	-3	0.9	1	-11	1	1.1	11	1.2	1	-13
CCS(=O)(=O)CCSC(=N)N	-7	0.9	1	0	1.1	1	-3	1.3	1	7
CCOC(=O)c1cccc(NC(=O)C2CCCN(S(=O)(=O)c3c(C)n[nH]c3C)C2)c1 (stereo not given)	-1	1	1	1	1	1	5	0.7	1	16
CCOc1c(S(=O)(=O)NC2CC(C)(C)NC(C)(C)C2)ccc(Cl)c1Cl	-10	1.2	1.1	-6	1.1	1.1	-15	1	1.1	-6
O=c1[nH]c(CSc2nnnn2-c2ccccc2)nc2ccccc12	-6	1	1	-6	1.1	1.1	3	1.2	0.9	-8
CCCCCCNC(=O)Cc1nc2nc(C)cc(C)n2n1	-2	1	1	-4	1	1	9	0.97	1	-9
CCC(=O)Nc1ccc(Oc2ccc3c(c2)C(=O)N(c2ccc(O)cc2)C3=O)cc1	-5	0.9	0.9	1	1.1	1	-4	0.99	0.9	2
CCOC(=O)c1c(NC(=O)CN2CCC(C)CC2)sc(C)c1C	-7	1	1	-4	1.1	1	2	1.4	1	-9
CCn1cc(C2C3=C(CC(C)(C)CC3=O)N(c3ccccc3)C3=C2C(=O)CC(C)(C)C3)c(C)n1	-8	1	1.2	-8	1.1	1.1	-13	1.1	1.1	-9
CCOc1ccc(N=C(NN)c2ccc3ccccc3n2)cc1	3	1	1.3	-5	1	1	86	0.27	1.6	-4
NC(=S)Nc1ccc(Oc2ccc(NC(N)=S)cc2)cc1	1	1	1	6	1	0.9	8	2.4	1.1	6
COc1cc(NC(=O)COC(=O)C=C(C)C)c(C)cc1[N+](=O)[O-]	-5	1	0.9	1	1	1	6	1.1	0.9	-5
CC(Sc1nc(N(C)C)nc(N2CCOCC2)n1)C(=O)Nc1ccccc1 (stereo not given)	-5	0.9	1	-4	1	1	-12	0.95	1	-14
N#Cc1ccsc1NC(=O)CCc1ccccc1	0	1	1.2	-6	1	1.1	114	1	1.1	-4
Cc1nn(-c2ccccc2)c(NC(=O)c2cccs2)c(-c2ccc(Cl)cc2)c1=O	0	0.9	1.1	0	1	1	25	0.98	1.1	-2
CN1CCN(C(=O)C2=C[C@H](c3ccccc3)C[C@H](OCc3ccc(CO)cc3)O2)CC1	-6	1	1	-7	1.1	1.1	5	0.9	0.9	-16
Cc1cccc(C)c1OCC(O)CN (stereo not given)	-7	0.7	1	-2	1.1	1	3	1	1	-11
Cc1nc(-c2cccc(NC(=O)c3cc4cc(Br)ccc4oc3=O)c2)cs1	2	1	1	-3	1	1	11	1	1	-4
COc1ccc(N2C(=S)NC3c4cc(Cl)ccc4OC2(C)C3C(=O)N(C)C)cc1 (stereo not given)	-7	1	1.2	3	1.1	1	1	0.87	1.1	-11
O=C(COC(=O)CCNS(=O)(=O)c1cccc(C(F)(F)F)c1)NC(=O)NC1CCCCC1	-9	0.9	1	1	1.1	1	.	1.1	1	-12
C/C(=N\N1CCN(C2c3ccccc3-c3ccccc32)CC1)c1ccco1	-6	0.9	0.8	-2	1.1	1	-13	1.6	0.9	-10
COCCN1Cc2cccc(C(=O)Nc3cccc(OC)c3)c2C1=O	-3	0.9	0.9	-6	1	1.1	-4	1.1	0.9	-14
Cc1ccc(NC(=O)COC(=O)C2CC(=O)N(Cc3ccccc3)C2)cc1S(=O)(=O)N(C)C (stereo not given)	-8	1.1	1.2	-3	1.1	1	5	1.2	1.2	-14
COc1ccccc1CCn1cnc2c3cc(C)ccc3n(C)c2c1=O	-1	0.9	0.9	-9	1	1.1	9	0.82	0.9	-12
c1ccc(Nc2c3c(nc4ncnn24)CCC3)cc1	-12	0.3	1.1	-10	1.1	1.1	0	1.2	1	-15
O=C(CSc1nnnn1C1CCCCC1)Nc1ccccc1N1CCOCC1	-1	1.2	.	2	1	1	-14	1	.	-3
Cc1cc(C2(c3cc(C)c(NC(=O)CN4CCOCC4)c(C)c3)CCCCC2)cc(C)c1NC(=O)CN1CCOCC1	-5	1	1	-7	1	1.1	0	1.1	1	-13
CCC1CCCCN1C(=S)Nc1ccc(SC(F)F)cc1 (stereo not given)	11	1	1	0	0.9	1	25	1.1	0.9	-10
COc1ccc(C)cc1NC(=O)C(Sc1nncn1C)c1ccccc1 (stereo not given)	0	1	1	-1	1	1	17	1.1	1	-11
CC1=C(C(=O)Nc2ccccn2)C(c2ccc(N(C)C)cc2)n2ncnc2N1 (stereo not given)	-8	0.9	1	-4	1.1	1	51	1.1	1	-10
O=C(N/N=C\c1ccc(Br)o1)C1COc2ccccc2O1 (stereo not given)	-3	0.9	1.3	-1	1	1	7	1.1	1.2	-3
COc1cc(-n2c(=O)c3ccccc3n(CC(=O)c3ccccc3)c2=O)cc(OC)c1OC	-8	1.1	1.1	0	1.1	1	-5	1	1.1	-8
Cc1c(C(=O)N/N=C/c2ccc(-c3ccccc3[N+](=O)[O-])o2)sc(N)c1C#N	2	1.2	0.4	10	1	0.9	23	0.91	0.4	4
COCCn1nnnc1CN1CCSCC1	-7	0.9	1.1	-3	1.1	1	-12	1.1	1	-6
FC(F)(F)c1cccc(Cc2noc(CN3CCCC(OCc4ccccn4)C3)n2)c1 (stereo not given)	-6	1	1	-4	1.1	1	-1	1.3	1	-5
CCc1c(C)c(C#N)c2nc3ccccc3n2c1Nc1c(C)n(C)n(-c2ccccc2)c1=O	-7	0.9	1	-2	1.1	1	18	1.1	1	-5
COc1ccc(C2C=C(C)Nc3nc(SC)nn32)cc1 (stereo not given)	-1	1	1.1	-5	1	1.1	-10	1.1	1.1	-7
CCc1cc2c(SCC(=O)C(C#N)=C3N(C)c4ccccc4N3C)ncnc2s1	-9	1	1	-8	1.1	1.1	1	1.1	0.9	-12
O=C(c1ccc([N+](=O)[O-])cc1)N(C1=NCCCCS1)c1ccccc1	-6	0.7	0.9	-3	1.1	1	2	1	0.9	-7
Cc1nn(-c2ccc([N+](=O)[O-])cc2)c(N)c1-c1ccccc1	24	0.9	1	1	0.8	1	152*	6.6*	1	0
CCOC(=O)C(=CNc1cccc(C)c1C)C(=O)OCC	2	0.9	1	-4	1	1	10	0.97	1	-9
